LmPK inh – inhibitors of Leishmania mexicana pyruvate kinase | purified LmPK, Kinase-Glo ATP luminescence, 1 h | Potency, µM (top dose mostly 57.5 µM), inactives show top-dose activity change, negative = inhibition, hits mostly inhibitors | actives 0.37% (n = 290,000) | AID 1721
Target sequence (Q27686 whole entry, looked up): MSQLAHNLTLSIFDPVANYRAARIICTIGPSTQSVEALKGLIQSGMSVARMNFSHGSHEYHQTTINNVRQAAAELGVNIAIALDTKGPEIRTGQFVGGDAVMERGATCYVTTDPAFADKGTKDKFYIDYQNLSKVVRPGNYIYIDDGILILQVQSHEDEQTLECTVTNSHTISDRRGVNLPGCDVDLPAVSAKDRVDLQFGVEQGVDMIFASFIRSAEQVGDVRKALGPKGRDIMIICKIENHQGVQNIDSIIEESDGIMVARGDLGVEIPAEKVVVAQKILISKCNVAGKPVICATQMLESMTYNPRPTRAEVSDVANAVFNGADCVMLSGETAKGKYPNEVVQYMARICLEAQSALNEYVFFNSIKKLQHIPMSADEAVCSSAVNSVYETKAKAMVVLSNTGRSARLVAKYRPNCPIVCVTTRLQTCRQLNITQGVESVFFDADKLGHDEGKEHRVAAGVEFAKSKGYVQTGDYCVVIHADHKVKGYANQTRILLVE
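In 50 mM imidazole pH 7.2 with 7 mM MgCl2, LmPK (0.1 nM) turned over PEP (0.5 mM) and ADP (0.1 mM) for 1 h at room temperature. Luciferase read-out of ATP.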
Pf growth 96h – P. falciparum growth inhibition at 96 hours; P. falciparum luciferase reporter growth, 96 h; Potency, µM (highest dose often 28.7 µM), without a hit: at the highest dose activity change, negative = inhibition, hits mostly inhibitors; actives 6.9% (n = 320,000); AID 504834
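Plates of compound plus infected erythrocytes (2% hematocrit, 0.05% parasitemia final) incubate 96 hours, 37 C, 5% CO2. Detection reagent added; reduced luminescence from the parasites' luciferase reporter flags inhibition.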
Pf growth 48h – P. falciparum growth inhibition at 48 hours (one generation) | P. falciparum luciferase growth in erythrocytes, 48 h | Potency, µM (top dose mostly 28.7 µM), inactives show at the highest dose activity change, negative = inhibition, hits mostly inhibitors | AID 504832 | actives 5.9% (n = 310,000)
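Firefly luciferase activity from engineered P. falciparum reports growth; inhibitors lower the luminescent signal. Cultures contained 2% hematocrit erythrocytes at 0.1% final parasitemia.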
HCV inhibitor – inhibitors of hepatitis C virus infection | Huh7.5.1 HCVcc-Cre infection, luciferase reporter, 44 h | Potency, µM (titrated, usually from 41.8 µM), for the others: at the highest dose activity change, negative = inhibition, actives largely listed as inhibitors | actives 3.4% (n = 340,000) | AID 651820
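Antiviral activity was scored by luciferase reporter output from cells infected with HCVcc-Cre (~0.5 moi) in presence of compound, 44 h infection period, cells seeded 1,000/well 4 h prior.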
Sm TGR inh – S. mansoni TGR enzyme inhibition. Q962Y6. purified TGR, DTNB reduction, TNB absorbance 405 nm. Potency, µM (top dose mostly 114 µM), inactives show at the top dose activity change, negative = inhibition, actives largely listed as inhibitors. actives 3% (n = 360,000). AID 485364; note: nearly all actives have a fitted effect of over 60% in size
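First, TGR (20 nM dispensed) and NADPH were mixed with compound. Second, a 15 min room-temperature incubation followed. Third, further NADPH and then DTNB were added to start the reaction. Finally, TNB absorbance was monitored kinetically.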
Tb PYK inh – inhibitors of Trypanosoma brucei pyruvate kinase; AID 624173; Q57TT1; TbPYK enzyme, Kinase-Glo Plus ATP luminescence, 45 min; actives 0.12% (n = 410,000); Potency, µM (top dose mostly 76.8 µM), for the others: at the top dose activity, negative = inhibition, most hits filed as inhibitors; note: nearly all actives have a fitted effect of over 50% in size
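Screened from lowest to highest concentration, compounds were pinned into TbPYK/substrate mixtures, and ADP (130 uM final) was added. Plates sat at room temperature for 45 min prior to Kinase-Glo Plus detection by luminescence.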
* hit, by the source's call; i = inactive; ? = inconclusive; · = not tested or not shown; & = joins results of further samples; [ ] = another dose, or the depositor's remark. Calls come from the whole dose curve; as a rule, active = well fitted curve in the direction sought with a large enough effect; inconclusive = small, poorly fitted or top-dose-only effect, or another doubt; inactive = no such curve, though single readings can be large; an effect the other way counts as inactive or inconclusive. % is set by controls: 0 for no effect and ±100 for the full control effect; potency is the fitted concentration of half-maximal effect.

| smiles | LmPK inh | Pf growth 96h | Pf growth 48h | HCV inhibitor | Sm TGR inh | Tb PYK inh |
| --- | --- | --- | --- | --- | --- | --- |
| O=C(O)c1c(-c2ccccc2)c2oc3ccccc3c2[nH]c1=O | 3.0% | -16.5% | ? | 15.6% | ? | · |
| CCCC(c1nnnn1Cc1ccc(F)cc1)N1CCN(CC)CC1 (stereo unspecified) | -2.9% | ? | -15.4% | 6.9% | 7.2% | -14.2% |
| CCOC(=O)N1CCc2c(sc3c2c(=O)n(Cc2ccccc2)c(=O)n3Cc2ccc(C)cc2)C1 | 2.3% | ? | ? | -2.4%[8.37 µM] | -1.4%&-24.7% | 0.5%&-15.2% |
| COc1cccc(N2CCN(CC(=O)Nc3nc4c(s3)CC(C)CC4)CC2)c1 (stereo unspecified) | 1.3% | ? | -4.8% | -19.5% | -17.0% | -23.7% |
| CCn1cc(C(=O)NCC2CCCO2)c(=O)c2cc(S(=O)(=O)N(C)C)ccc21 (stereo unspecified) | 1.6% | 23.7% | -3.5% | 2.4% | -6.4% | -7.9% |
| CCCOC(=O)c1ccc(NC(=O)c2cc(=O)[nH]c3ccccc23)cc1 | 8.5% | 44.7%[activator] | -5.5% | -18.1% | -4.1% | -5.9% |
| C=CCN1C(=O)c2ccc(C(=O)N(C)CC(=O)Nc3ccccc3C(F)(F)F)cc2C1=O | -4.9% | 47.7%[activator] | 12.6% | 9.8% | -31.8% | -2.5% |
| COc1cc(NC(=O)C2CCCN(S(=O)(=O)c3ccc4c(c3)CCCN4C(C)=O)C2)cc(OC)c1 (stereo unspecified) | -1.4% | 8.2% | ? | ? | -9.0% | 1.4% |
| Cc1nc(CNS(=O)(=O)c2ccc3ccccc3c2)cs1 | -1.1% | 20.9% | -0.1% | -11.9% | -7.7% | 1.8% |
| O=C(N/N=C/c1cccc(O)c1)c1ccc2c(c1)OCCO2 | -3.8% | 150.3%[activator] | 143.9%[activator] | 8.2% | 0.0% | -7.6% |
| O=c1ccc2ccc(OCCOc3cccc(Cl)c3)cc2o1 | -6.2% | 31.3%[activator] | 44.9%[activator] | ? | 3.0% | -2.5% |
| Cn1c(C(=O)N2CCCC(C(=O)c3ccc(C(F)(F)F)cc3)C2)cc(=O)n(C)c1=O (stereo unspecified) | -7.4% | ? | -7.0% | 0.6% | -10.3%[57.1 µM] | -1.3% |
| O=C(Cc1cccs1)N1CCCC(c2nc3c(nnn3Cc3ccccc3Cl)c(=O)[nH]2)C1 (stereo unspecified) | 11.4% | 32.2%[activator] | 5.22µM* | 17.6%&-3.5% | 5.1% | -1.9% |
| O=C(Nc1ccc(Cl)c(Cl)c1)Nc1nnc(CC2=CCCCC2)s1 | 4.7% | ? | ? | 2.82µM* | -8.1% | -1.6% |
| Cc1c(Cl)cccc1NC(=O)CCC(=O)NNC(=O)c1ccco1 | -0.5% | 0.0% | 28.8% | 5.3% | 7.2% | -0.7% |
| Cc1ccccc1Oc1ccc(Oc2ccccc2C)nn1 | 1.1% | -24.9% | ? | -50.5% | -4.7% | -2.2% |
| O=C(N/N=C/c1ccccc1O)C1(O)c2ccccc2-c2ccccc21 | 3.2% | 66.7%[activator] | ? | ? | 2.8% | -0.5% |
| CCn1c(SCC(=O)NCC2CCCO2)nc2ccccc21 (stereo unspecified) | · | -7.1% | -21.0% | 5.1% | -10.6% | -8.3% |
| COc1ccccc1/C=C1\SC(=O)N(CC(=O)N(C)C2CCS(=O)(=O)C2)C1=O (stereo unspecified) | -1.0% | 13.8% | 3.7% | 7.2% | 0.4% | -3.6% |
| CCOc1ccc(C(=O)N2CCCC(c3nc(-c4cccs4)no3)C2)cc1 (stereo unspecified) | 6.9% | 14.9% | 30.6% | ? | -0.5% | -0.4% |
| N/C(Cc1ccc([N+](=O)[O-])cc1)=N\OC(=O)CC1CCCCC1 | 5.4% | ? | 13.1µM* | -3.0% | -1.3% | -1.6% |
| CN(C)S(=O)(=O)N1CCC(CCCC2CCN(S(=O)(=O)N(C)C)CC2)CC1 | 0.8% | 19.3% | 19.4% | -2.0% | -6.4% | -0.4% |
| Cn1c(=O)n(C)c2cc(NS(=O)(=O)c3ccc(Br)s3)ccc21 | -0.2% | 9.28µM* | 2.0% | 1.9% | 34.9% | -1.9% |
| Cn1c(O)c(N=Nc2ccc(S(=O)(=O)N3CCOCC3)cc2)c(=O)n(C)c1=O | 2.3% | 12.0% | -6.8% | 0.6% | -10.4% | -2.4% |
| CC(=O)Nc1ccc(OCC(O)Cn2nc(C)c(Br)c2C)cc1 (stereo unspecified) | 8.1% | ? | ? | -0.2% | -11.0% | 0.0% |
| CCOC(=O)c1c(N2C(=O)Nc3ccccc3N2O)n[nH]c1-c1cccc(Cl)c1 | -4.1% | ? | 29.7% | -11.1% | -5.7% | -2.4% |
| CC(C)c1ccc(NC(=S)NCc2ccc3c(c2)OCO3)cc1 | -26.0% | -29.7% | -17.2% | -17.0% | 3.0% | -9.3% |
| O=C(O)CCC(=O)Nc1ccc(Cc2ccc(NC(=O)CCC(=O)O)c(O)c2)cc1O | 14.5% | · | · | 4.4% | 1.4% | 5.4% |
| Cc1ccc(-n2nc3c(c2NC(=O)C2CC2)CS(=O)(=O)C3)cc1C | -7.5% | -6.9% | 18.9% | · | -22.7% | 1.2% |
| NC(=O)c1cccnc1Sc1ccc(Cl)cc1 | 2.2% | -13.8% | 3.6% | 2.2% | -6.7% | -10.9% |
| COc1ccc(C(=O)c2ccccc2O)c(O)c1 | · | ? | 4.15µM* | 8.6% | -1.4% | -11.4% |
| CCc1ccc(NC(=O)COC(=O)Cn2cnc3ccccc32)cc1 | · | 42.5%[activator] | -0.6% | 4.2% | 8.6% | -4.9% |
| N#C/C(=C\c1ccccc1)C(=O)N1CCN(c2ccccc2F)CC1 | -6.8% | ? | ? | 0.8% | 8.7% | -5.6% |
| CCOC(=O)c1cc(CC)sc1/N=C/C1=C(O)CC(C)(C)CC1=O | -0.3% | 17.5% | 26.2% | 9.7% | -8.5% | -3.3% |
| Cc1ccc(S(=O)(=O)NCC(=O)OCC(=O)NCc2cccs2)cc1 | · | 44.1%[activator] | 20.1% | ? | 20.1% | 4.6% |
| Cc1nc2ccc(NC(=O)NCc3ccco3)cc2s1 | -3.9% | · | 88.5%[activator] | 0.4% | 7.9% | -1.6% |
| C=CCSc1nnc(NC(=O)C23CC4CC(CC(NC(C)=O)(C4)C2)C3)s1 | -6.4% | -101.7% | ? | 5.4% | 0.3% | 2.2% |
| COc1ccc(S(=O)(=O)N2CCCC2C(=O)NCc2ccccc2Cl)cc1 (stereo unspecified) | -0.8% | -2.7% | -10.1% | 8.4% | 0.0% | 2.0% |
| CCn1c(SCC(=O)N/N=C/c2ccc(C)o2)nnc1-c1ccc(C)cc1 | -0.5% | 18.3% | 7.6% | 0.8% | -28.8% | -22.2% |
| CC(C)NC(=O)NC(=O)CSc1ccc(S(=O)(=O)N2CCOCC2)cn1 | · | ? | ? | 4.5% | -5.2% | 0.6% |

Compound profiles, from the list above:
Results for CCOC(=O)c1cc(CC)sc1/N=C/C1=C(O)CC(C)(C)CC1=O = LmPK inh = -0.3%; Pf growth 96h = 17.5%; Pf growth 48h = 26.2%; HCV inhibitor = 9.7%; Sm TGR inh = -8.5%; Tb PYK inh = -3.3%
Results for Cc1nc2ccc(NC(=O)NCc3ccco3)cc2s1 = LmPK inh = -3.9%; Pf growth 96h = ·; Pf growth 48h = 88.5%[activator]; HCV inhibitor = 0.4%; Sm TGR inh = 7.9%; Tb PYK inh = -1.6%

Remaining list, next part
| smiles | LmPK inh | Pf growth 96h | Pf growth 48h | HCV inhibitor | Sm TGR inh | Tb PYK inh |
| --- | --- | --- | --- | --- | --- | --- |
| COc1ccc(C(=O)NC2CCCc3ccccc32)cc1 (stereo unspecified) | 0.5% | ? | -13.7% | -9.1% | -1.4% | -5.2% |
| Cc1ccc(C(=O)Cn2nnc3ccccc32)cc1C | -0.5% | 263.3%[activator] | 303.4%[activator] | 0.6% | 7.9% | 2.1% |
| O=C(c1ccc(=O)oc1)N1CCOCC1 | 20.1% | ? | 6.3% | 26.4% | -15.8% | -5.1% |
| COc1ccccc1/C=C/C=N/NC(=O)c1cc(-c2ccco2)[nH]n1 | 4.6% | -26.1% | ? | ? | 7.08µM* | -5.9% |
| O=C(/C=C/c1cccc(C(F)(F)F)c1)Nc1cccc(C(F)(F)F)c1 | -1.3% | ? | 7.38µM* | ? | -29.2% | 2.8% |
| O=C(COC(=O)c1c(F)cccc1F)Nc1ccc2[nH]c(=O)[nH]c2c1 | 6.0% | 36.9%[activator] | 16.6% | 11.3% | · | -1.5% |
| CCOC(=O)CC(NC(=O)c1cccc2c1C(=O)N(Cc1cccnc1)C2)c1ccc(OC(C)C)cc1 (stereo unspecified) | 9.1% | ? | 9.28µM* | -5.5% | -0.7% | -10.9% |
| c1coc(-c2ccnc(-n3cccc3)n2)c1 | 0.1% | 109.7%[activator] | i | -6.2% | -5.0% | 2.8% |
| CCN(CC)c1ccc(/C=N/NC(=O)c2c[nH]c3ccccc23)cc1 | -2.2% | -12.6% | ? | ? | -6.6% | -11.7% |
| O=C(CN1c2cccc3cccc(c23)S1(=O)=O)NCc1ccc2c(c1)OCO2 | 2.0% | ? | ? | -15.6% | 1.1% | 1.1% |
| CCC(C(=O)OCc1csc(CC(=O)Nc2ccccc2C)n1)c1ccccc1 (stereo unspecified) | · | ? | 11.7µM* | -23.8% | -5.9% | -11.6% |
| O=C1OCCC1(c1ccccc1)c1ccccc1 | · | ? | -18.9% | 6.6% | -7.6% | -15.8% |
| NS(=O)(=O)c1ccc(CNC(=O)c2ccc3ccccc3n2)cc1 | 8.2% | 32.0%[activator] | 26.2% | -23.3% | 1.3% | 0.6% |
| CN(C(=O)CSc1nnc(-c2ccco2)n1Cc1ccccc1)C1CCS(=O)(=O)C1 (stereo unspecified) | · | -22.8% | -26.7% | -16.7% | -20.6% | -8.6% |
| CCCC(=O)Nc1nnc(SCC(=O)N2CCN(c3ccccc3)CC2)s1 | -4.3% | 35.1%[activator] | 51.7%[activator] | 20.9% | -2.9% | -9.1% |
| Cc1ccc(OCC(=O)Nc2ccccc2[N+](=O)[O-])c(Br)c1 | 0.3% | -9.0% | 126.3%[activator] | 1.2% | -1.1% | 8.9% |
| COc1ccccc1NC(=O)Nn1cnnc1 | -6.6% | 18.3% | 9.1% | 10.6% | 4.5% | -7.3% |
| COC(=O)C1=C(C)NC(=O)/C1=C\c1cc(C)n(-c2c(C)cccc2C)c1C | 0.4% | 2.62µM* | · | ? | -34.4% | -9.8% |
| CC(=O)NCc1ccc(S(=O)(=O)N/N=C/c2ccc(N(C)C)cc2)cc1 | -0.5% | 35.1%[activator] | 12.6% | 20.7% | -18.3% | -8.8% |
| CN1CCC(N2CCCC(C(=O)O)C2)CC1 (stereo unspecified) | -3.3% | -16.4% | · | 0.1% | 5.2% | -1.9% |
| CCC(=O)OC1c2ccccc2C(=O)N1Cc1ccccc1 (stereo unspecified) | 5.9% | ? | · | 15.5% | 0.0% | 1.0% |
| COC(=O)C1=C(Nc2ccccc2NC(=O)c2ccccc2C(=O)O)CSC1 | -9.2% | -1.0% | 69.8%[activator] | 2.2% | ? | -10.8% |
| CCOC(=O)N1CCC(N2C(=O)c3ccccc3C2Nc2ccc(S(=O)(=O)N(CC)CC)cc2)CC1 (stereo unspecified) | 8.8% | ? | ? | -10.1% | -3.2% | 4.7% |
| CCC(C)(C)C1CCc2[nH]nc(C(=O)NC3CCCCC3)c2C1 (stereo unspecified) | · | 82.3%[activator] | 3.7% | 9.4% | -1.6% | 0.0% |
| COc1ccc(C(C)=O)cc1CSc1nnc(C)s1 | -4.2% | 35.8%[activator] | 21.5% | -1.0% | 44.7µM* | 0.9% |
| O=C(COc1ccc2ccc(=O)oc2c1)Nc1cccnc1 | -1.0% | 6.4% | 11.0% | 1.1% | 7.3% | -5.6% |
| O=C(C(c1ccccc1)c1ccccc1)N1CC[C@@]2(O)CCCC[C@H]2C1 | -2.3% | 9.8% | -0.5% | 24.8% | 7.5% | 0.3% |
